Screens: PubChem BioAssay, several laboratories
GSK3beta inhib: human GSK3beta kinase inhibitors, primary screen, biochemical, cell-free homogeneous, HTS; Glycogen synthase kinase-3 beta (Homo sapiens), P49841; GST-GSK3beta kinase, ADP-Glo luminescence, 60 min; stronger effect = lower value; activity score (negative = inhibition), % at 10 µM; actives 0.038% (n = 300,000);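 active = more than half of replicate wells score below -50%, meaning over 50% inhibition versus plate controls; inconclusive = some replicates but at most half score below -50%; inactive = no replicate scores below -50%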;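 note: 0% = median DMSO wells and -100% = median GW8510 positive control wells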
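Test system: GST-tagged human GSK3beta kinase, cell-free; evaluation: activity score scaled between in-plate DMSO and GW8510 controls; measured by: ADP-Glo luminescence; incubation: 60 min reaction, RT; benchmarks: DMSO and 20 µM GW8510; reagent: peptide substrate plus 25 µM ATP (final); medium: Tris/MgCl2 kinase buffer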
HSF1 inhib: HSF1 inhibitors in luciferase reporter cells, primary screen, cell-based, NIH3T3, luminescence; AID 2098, 2009; activity change, negative = inhibition, % at 7.5 µM (by protocol); NIH3T3-HGL HSE-luciferase, MG132-induced, luminescence 8 h; stronger effect = lower value; actives 0.77% (n = 300,000);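 active = more than half of replicate wells show activity change below -50%, luminescence cut by over half; inconclusive = some wells, but at most half, below -50%; inactive = no replicate well below -50%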;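 note: luciferase reports HSF-1 transcriptional activity via heat shock element; 0% = median of DMSO wells and -100% = zero luminescence signal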
PolyA inh: polyadenylation inhibitors in yeast reporter cells, primary screen, luminescence, S. cerevisiae. S. cerevisiae SKY197-pL101 polyadenylation reporter, beta-gal luminescence; efflux-impaired pdr1/pdr3 knockout yeast; score 100 = 6 SD above DMSO. calls only at 12 µM. actives 0.02% (n = 300,000). AID 1875, 2009;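 active = lowest replicate activity score at least 50, where 100 means six control SD above control mean; inconclusive = lowest score under 50 but half or more replicates reach 50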;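 note: yeast exposed to compound for 9 h at 30 °C; higher score means more reporter readthrough which indicates perturbed polyadenylation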
DYRK1A inh: rat Dyrk1A kinase inhibitors, primary screen, biochemical, single point, plate reader | inhibition, % at 12.5 µM | ADP-Glo luminescence, NFATc1 peptide | Dual specificity tyrosine-phosphorylation-regulated kinase 1A (Rattus norvegicus), Q63470 | actives 0.43% (n = 310,000) | AID 504441, 2011; in the data active = inhibition above about 50%;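 note: plate controls were vehicle with enzyme for no effect and no enzyme for full effect; many of its hits are not listed in these tables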
HSF-1 act: HSF-1 activators, primary screen, NIH3T3-HGL cells, MG132 stress, luminescence, single point; actives 1.7% (n = 300,000); AID 504408, 2011; activation, % at 9 µM; NIH3T3-HGL HSF-1 luciferase reporter, 8 h; 100% = twice DMSO control signal;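 active = mean replicate activation of at least 50% with a set share of replicates each reaching 50%; inconclusive = only one of those two conditions met; inactive = mean below 50% and too few replicates reaching it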;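 note: 0% = median of the neutral control wells and 100% = twice that signal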
HSP90 refold inh: HSP90 inhibitors, primary screen, cell lysate, luminescence; Heat shock protein HSP 90 (rabbit reticulocyte lysate; luciferase refolding); Rabbit reticulocyte lysate, luciferase refolding luminescence, 3 h; inhibition, % at 5.6 µM; actives 0.91% (n = 290,000); AID 1789, 2009;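 active = inhibition above the screen-wide mean plus 3 SD, computed separately per campaign, cut at about 16% in these data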;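 note: 0% = DMSO wells and 100% = 60 µM geldanamycin wells; inhibitors lower the luminescence because luciferase stays unfolded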
GSK3A inh: blockers of GSK3A enzyme activity – biochemical, luminescence, cell-free homogeneous, HTS, primary screen. inhibition, % at 10 µM. Glycogen synthase kinase-3 alpha (Homo sapiens), P49840. GSK-3 alpha kinase, ADP-Glo luminescence, 60 min. actives 0.1% (n = 320,000);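 in the data active = inhibition above about 50%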;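 note: GST-tagged GSK-3 alpha with peptide substrate and 25 µM ATP; 0% = DMSO neutral wells and 100% = GW8510 positive control wells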
Target sequence (P49840 whole entry, looked up): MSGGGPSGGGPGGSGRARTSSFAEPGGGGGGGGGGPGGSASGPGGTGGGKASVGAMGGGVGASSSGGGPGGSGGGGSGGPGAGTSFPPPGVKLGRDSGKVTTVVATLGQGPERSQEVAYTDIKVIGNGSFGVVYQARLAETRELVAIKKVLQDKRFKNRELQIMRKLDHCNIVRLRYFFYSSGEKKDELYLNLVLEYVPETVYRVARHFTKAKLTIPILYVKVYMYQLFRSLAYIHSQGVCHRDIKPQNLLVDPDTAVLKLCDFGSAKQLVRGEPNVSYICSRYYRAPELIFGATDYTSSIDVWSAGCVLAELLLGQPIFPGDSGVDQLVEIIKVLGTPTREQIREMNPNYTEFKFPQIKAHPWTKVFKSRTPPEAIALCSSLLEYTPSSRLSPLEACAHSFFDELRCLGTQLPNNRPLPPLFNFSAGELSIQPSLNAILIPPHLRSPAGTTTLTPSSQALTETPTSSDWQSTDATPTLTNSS
Platelet DG rel: inhibitors of platelet dense granule secretion, primary screen, cell-based, MLPCN, human platelets; inhibition, %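 (compounds screened at 7.5 µM in platelet-rich plasma)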; AID 1663, 2009; actives 0.22% (n = 300,000); human platelet-rich plasma, SFLLRN dense granule ATP release, luminescence;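 active = mean replicate score, as percent of positive control, at or above 50; inconclusive = mean below 50 but at least one replicate at or above 50; inactive = mean and every replicate below 50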
HDAC3 inh: HDAC3 deacetylase inhibitors, primary screen, biochemical, fluorescence, cell-free homogeneous; Histone deacetylase 3 (Homo sapiens), O15379; AID 2718, 2010; recombinant HDAC3, fluorogenic peptide/trypsin coupled; actives 0.15% (n = 320,000); inhibition, % at 8.3 µM; in the data active = inhibition above about 26%, passing the limit was not always enough; inconclusive = no clear call, values can overlap the other calls
Target sequence (O15379 whole entry, looked up): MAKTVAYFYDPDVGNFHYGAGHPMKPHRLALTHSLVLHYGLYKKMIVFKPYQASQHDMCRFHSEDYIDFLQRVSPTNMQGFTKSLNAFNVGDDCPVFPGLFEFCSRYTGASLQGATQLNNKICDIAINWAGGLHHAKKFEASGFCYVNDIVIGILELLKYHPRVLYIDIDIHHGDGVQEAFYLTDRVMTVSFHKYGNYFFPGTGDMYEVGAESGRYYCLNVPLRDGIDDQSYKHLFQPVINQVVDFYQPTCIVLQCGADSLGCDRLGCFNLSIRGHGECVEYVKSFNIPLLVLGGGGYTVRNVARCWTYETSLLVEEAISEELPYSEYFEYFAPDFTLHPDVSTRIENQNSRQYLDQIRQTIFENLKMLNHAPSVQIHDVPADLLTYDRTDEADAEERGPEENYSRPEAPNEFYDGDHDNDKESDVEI
AI-2 QS modul: Vibrio harveyi AI-2 quorum sensing modulators, primary screen, JMH597 strain, luminescence/OD600 ratio; Vibrio harveyi JMH597 AI-2 luminescence/OD600 ratio, 9 h; stronger effect = lower value; strain lacks LuxN and CqsS sensors; 0 = neutral-control median; activity change, % at 7.5 µM; actives 0.4% (n = 300,000); in the data active = activity change below about -75%, passing the limit was not always enough; inconclusive = no clear call, values can overlap the other calls;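 note: luminescence divided by OD600 gain over 9 h not by final OD600 alone; inactives centre near 13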
The depositor's hits bear a star; i = inactive; u = inconclusive; x = no result given. Only part of the results is shown. The share of hits here may be higher or lower than overall.

SMILES	GSK3beta inhib	HSF1 inhib	PolyA inh	DYRK1A inh	HSF-1 act	HSP90 refold inh	GSK3A inh	Platelet DG rel	HDAC3 inh	AI-2 QS modul
COc1cccc(C(O)Cc2nc3ccccc3n2C)c1OC (centres undefined)	-1	-3	i	1	-5	-1	-3	-6	4	1
O=C(NC1CC1)c1ccc(N2CCCCC2)c([N+](=O)[O-])c1	0	3	i	4	-11	-3	1	10	9	39
CC(=O)NC(Cc1cccc(F)c1)C(=O)NC1CCN(C(=O)c2cccc(C)c2)CC1 (centres undefined)	4	-5	i	-1	-5	-2	1	1	-5	12
Cc1noc(C)c1COc1ccc(C(=O)NNC(=O)c2ccccc2)cc1	2	-1	i	10	-13	x	-1	5	x	8
CC1CCCCN1S(=O)(=O)c1ccc(C(=O)Nc2sccc2C(N)=O)cc1 (centres undefined)	1	-40	i	25	-54	-3	-2	-2	16	43
CCOC(=O)c1[nH]c2ccc(F)cc2c1NC(=O)C1=COCCO1	2	2	i	-5	33	3	3	5	-2	21
COc1ccc(OCC2CNC(=O)O2)cc1 (centres undefined)	1	-2	i	0	-12	4	-4	13	-3	16
COC(=O)c1[nH]c2cccc(OC)c2c1NC(=O)CN1CC2(C)CC1CC(C)(C)C2 (centres undefined)	1	-10	i	2	0	-3	-19	-10	0	30
O=C(NCc1cccc(Cl)c1)c1ccc(S(=O)(=O)Nc2cccc(C(F)(F)F)c2)cc1	-1	6	i	x	0	0	2	3	1	38
CCn1c(Cc2ccccc2)nnc1SCC(=O)NC1CC1	-4	-4	i	-2	3	-1	-3	-2	5	17
Cc1cc(NC(=O)COc2cccc3cccnc23)no1	2	-1	i	x	21	-3	x	-2	x	17
Cc1cccc(C)c1N(CC(=O)NCc1ccc(F)cc1)C(=O)c1csnn1	1	-5	i	-3	3	0	0	-4	7	10
O=C1CCC/C(=N\NC(=O)NC2CCCCC2)C1	6	-5	i	2	-5	3	7	0	0	8
CC(C)CC1NC(=O)N(CC(=O)c2ccc3c(c2)OCCO3)C1=O (centres undefined)	-1	18	i	8	36	0	-3	-1	-1	7
Cc1[nH]c2ccccc2c1C(=O)CN1CCCC(C)C1 (centres undefined)	-2	-4	i	-5	22	6	-1	-11	4	5
O=C(Nc1cnc2ccccc2c1)c1cccc(-n2cnnn2)c1	-1	11	i	5	23	1	-41	2	2	15
OC(COc1ccc2c(c1)OCO2)CN1CCCC1 (centres undefined)	-1	6	i	-7	0	-2	10	0	-6	0
COc1ccc(NC(=O)NC(C(F)(F)F)C(F)(F)F)cc1	-1	-5	i	-2	3	1	-1	-8	2	9
NC(=O)C1(NC(=O)[C@@H]2CC3(CC(c4cccc(NC(=O)[C@@H]5CCC(=O)N5)c4)=NO3)CN2C(=O)c2cnccn2)CC1 (some centres undefined)	1	-1	i	2	1	0	3	1	1	16
CCOC(=O)N1CCN(C(=O)c2ccc(Cn3c(=S)[nH]c4cc(OCC)c(OCC)cc4c3=O)cc2)CC1	1	-32	i	x	-39	2	-1	23	11	3
Cc1[nH]c2c(Cl)cccc2c1CCNC(=O)C1CCCCC1C(=O)OCC(F)(F)F (centres undefined)	0	-4	i	11	7	-2	x	-3	x	34
COc1ccc(NC(=O)CN(C)C(=O)Cc2c(C)nc3ccccc3c2C)cc1	1	-4	i	-6	-3	x	-2	-5	0	15
CC1CCN(CC(=O)Nc2ccccc2-c2ccccc2)CC1	2	3	i	-2	16	-2	-2	-2	2	23
Cc1ccc(S(=O)(=O)N(C)C)cc1NC(=O)COC(=O)/C(=C/c1ccc(F)cc1)c1cccs1	1	12	i	-4	0	-2	-3	-36	-2	16
COc1ccc(CC(=O)Nc2ccccc2Oc2ccccc2)cc1	1	12	i	x	9	1	-1	5	0	15

Continued, overlapping the part above by 2 compounds.
SMILES	GSK3beta inhib	HSF1 inhib	PolyA inh	DYRK1A inh	HSF-1 act	HSP90 refold inh	GSK3A inh	Platelet DG rel	HDAC3 inh	AI-2 QS modul
Cc1ccc(S(=O)(=O)N(C)C)cc1NC(=O)COC(=O)/C(=C/c1ccc(F)cc1)c1cccs1	1	12	i	-4	0	-2	-3	-36	-2	16
COc1ccc(CC(=O)Nc2ccccc2Oc2ccccc2)cc1	1	12	i	x	9	1	-1	5	0	15
O=C1C(=O)N(c2ccc(O)cc2)C(c2ccccc2[N+](=O)[O-])/C1=C(\O)c1ccccc1 (centres undefined)	-3	1	i	1	7	8	-3	4	1	12
O=C(/C(=C/c1cccnc1)n1ccnc1)c1ccc(Cl)cc1Cl	2	6	i	-3	28	2	-3	27	2	8
CCC(C)c1ccc(OCC(=O)O)cc1 (centres undefined)	2	-5	i	-2	-7	1	-4	-3	2	51
N/C(=N\OC(=O)c1ccc2c(c1)OCO2)c1ccc(Cl)cc1	-2	26	i	1	49	-4	-1	-5	6	18
Cc1cc(S(=O)(=O)N2CCCCC2)ccc1OCC(=O)Nc1ccccc1	-5	0	i	0	-2	1	0	u	5	7
COc1cccc(OC)c1C(=O)Nc1ccc(N2CCN(C(=O)c3ccco3)CC2)cc1	-2	-1	i	-4	22	-1	0	0	6	15
COc1ccc(Cn2c(-c3ccc(C)cc3)c[n+]3ccccc23)cc1	0	-10	i	-2	-18	-4	-1	0	3	9
COc1ccc(NC(=O)N2CCc3ccccc32)cc1	-7	25	i	10	65*	19*	5	53*	0	3
O=C(NC(=S)N1CCCC1)c1ccc(Cl)cc1Cl	3	1	i	-14	3	0	-1	-22	-10	-3
O=C(NCc1cccs1)C(Cc1ccccc1)n1cccc1 (centres undefined)	1	3	i	4	21	0	2	-3	x	6
O=C(N/N=C/c1ccccn1)c1cccc(NC(=O)c2ccc(Cl)cc2)c1	-4	-1	i	4	4	-4	-3	2	7	26
CC(C)OC(=O)NCN1C(=O)C2C3C=CC(C3)C2C1=O (centres undefined)	3	-1	i	4	-1	0	-3	-3	-2	17
CCOc1ccc(N2C(=O)CC(Sc3ccccc3C(=O)O)C2=O)c([N+](=O)[O-])c1 (centres undefined)	-3	5	x	-5	12	0	-1	3	5	38
CN(C)c1ccc(S(=O)(=O)NCC(=O)OCC(=O)Nc2cccc(Cl)c2)cc1[N+](=O)[O-]	-4	8	i	9	20	3	-2	2	-3	6
CN(C)S(=O)(=O)Oc1ccsc1C(=O)Nc1ccc(C(F)(F)F)cc1	4	-4	i	-7	3	-1	-1	-1	4	17
CC(=O)OC1OCCOC1NC(=S)NCc1ccco1 (centres undefined)	-1	-18	i	x	-2	-2	5	-16	3	10
CS(=O)(=O)N(CC(=O)Nc1ccccc1C(=O)NCCc1ccccc1)c1ccc2c(c1)OCCO2	1	18	i	8	31	13	1	19	1	16
O=C(CN1CCN(C(c2ccccc2)c2ccccc2)CC1)N1CCN(c2ccccc2)CC1	3	-6	i	0	3	-7	1	4	-6	14
Cc1ccc2c(c1)nnn2C1CCN(CC(=O)N(c2ccccc2)c2ccccc2)CC1	1	-9	i	19	-11	2	-2	1	-5	-4
CCCCOC(=O)CSC1=C(C#N)C(c2cccnc2)C(C(=O)OCC)=C(c2ccccc2)N1 (centres undefined)	6	15	i	0	22	6	-1	12	20	19
COc1ccc(CN2CCc3c([nH]c4ccccc34)C2)cc1Br	x	-15	i	12	-10	1	1	0	-13	x
COc1ccc(C2c3[nH]c4ccccc4c3C[C@H]3C(=O)N(c4ccccc4C(=O)N4CCC(C(=O)O)CC4)C(=O)N23)cc1 (some centres undefined)	-3	5	i	0	1	0	-2	2	-1	7
CCCCc1n[nH]c(=S)n1Cc1ccc(Cl)cc1	0	1	i	0	16	2	2	2	13	11
Cc1cc(OCC(=O)NC(C)C)cc(C)c1Cl	7	-5	i	-6	-11	1	1	-5	-6	6
C[C@@H]1CC[C@@]2(O[C@@H](CCO)C[C@@H](O)[C@@H]2O)O1	4	-1	i	-12	-5	x	-24	2	-6	19
SMILES	GSK3beta inhib	HSF1 inhib	PolyA inh	DYRK1A inh	HSF-1 act	HSP90 refold inh	GSK3A inh	Platelet DG rel	HDAC3 inh	AI-2 QS modul
CC(Nc1ccccc1)c1cccnc1 (centres undefined)	2	2	i	-1	18	-4	-2	-2	-3	20
COCCN(CCOC)c1nc(-c2ccc(Cl)cc2)nc2ccccc12	x	-5	i	13	17	2	0	1	12	x
O=C(C1CCCN(S(=O)(=O)c2cccc3nonc23)C1)N1CCN(c2ccccc2)CC1 (centres undefined)	-3	2	i	-2	13	1	-1	-5	-4	8
CC(=O)OCC(=O)N1N=C(c2ccc3ccccc3c2)CC1c1ccccc1 (centres undefined)	3	27	i	-4	53*	-4	-4	3	-1	26
CSc1ccccc1C(=O)Nc1cc([N+](=O)[O-])ccc1C	1	2	i	x	9	-4	-4	-1	-9	26
Cc1cc(NC(=O)Nc2ccc(Cl)c(Cl)c2)no1	1	1	i	-1	18	x	2	4	1	11
COC(=O)C1CCN(S(=O)(=O)CCNC(=O)c2ccc3c(c2)OCO3)CC1	1	-7	i	-2	-2	x	-2	14	-1	18
Cc1ccc(NC(=O)CN(C)C(=O)Nc2ccc(C)cc2)cc1	x	9	i	-2	16	3	-4	-1	7	x
Cc1ccc(S(=O)(=O)N2CCCC2CNC(=O)C(=O)Nc2ccccc2)cc1 (centres undefined)	1	2	i	6	5	x	-4	3	-2	-3
N#C/C(=C(/O)CO/N=C/c1ccccc1Cl)c1nc2ccccc2[nH]1	-2	-6	i	x	13	0	-1	5	-6	14
Cc1ccc2cc(CCNC(=O)C3CCCC3)c(=O)[nH]c2c1	1	-2	i	-1	6	3	-2	-6	-2	22
COc1ccc(C(=O)C(CCCCC(CN(C)C)C(=O)c2ccc(OC)cc2)CN(C)C)cc1 (centres undefined)	-2	-7	i	3	-14	0	0	-5	14	-6
Cc1cc(C(=O)NC2CCCC2)on1	1	1	i	-1	-3	-4	0	-13	3	17
CCC(=O)Nc1ccc(-c2nnc(SCC(=O)NCC3CCCO3)n2C)cc1 (centres undefined)	1	-7	i	4	-3	4	0	11	-3	20
